# BRCT PPI red: disrupts BRCA1 BRCT binding to phosphoprotein, red fluorophore readout; Potency, µM (series often up to 76.9 µM), inactives show top-dose activity change, negative = inhibition, usual class: inhibitors; actives 0.03% (n = 75,000); BRCT-phosphopeptide binding, red fluorescence polarization; also: % is scaled to controls: 0 for no effect and ±100 for the full control effect
#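 Rhodamine-labelled pBACH1 10-mer (100 nM) bound to BRCT domain (100 nM) at pH 7.3; compounds incubated 12 min room temperature, polarization read. Free peptide defines full inhibition; unlabelled decapeptide titrated as control.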
# Ub-GFP proteasome: proteasome inhibitors stabilizing ubiquitin-GFP reporter | AID 526 | Ubiquitin-GFP reporter cells, proteasome inhibition, GFP fluorescence; response scale: untreated = 0%, 10 µM MG-132 = 100% | 67,000 tested, under 10 active | Potency, µM (top dose mostly 45.9 µM), for inactives: at the highest dose activation (GFP accumulation), hits mostly activators; active = well fitted activation curve with a large enough effect, not every such curve was filed as active; inconclusive = small, poorly fitted or top-dose-only effect, or another doubt; inactive = no such curve, though single readings can be large or run the other way; also: potency is read from the fitted curve at half-maximal effect
#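 U2OS Ub(G76V)-GFP reporter; O/N plating, 0.5% FBS; cpd 46 uM–2.9 nM, 4 h, 37 °C; GFP+ cell count, 488/515 nm; norm. to basal vs 10 uM MG-132; CRC fit.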
# HEK293 cAMP ctrl: parental HEK293 cAMP activation (counter-screen); AID 938; parental HEK293 CNG cAMP sensor, membrane potential fluorescence; actives 2.5% (n = 73,000); Potency, µM (highest dose often 57.1 µM), for the others: at the highest dose activation, actives largely listed as activators; also: potency is read from the fitted curve at half-maximal effect; % of control where 0% means no effect; nearly all actives have a fitted effect of over 55% in size
#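 Parental HEK 293 cells stably expressing a cAMP-gated CNG channel were loaded with membrane potential dye containing 100 uM RO 20-1724 for 60 min. Compound added for 30 min; depolarization read as fluorescence intensity at 590 nm.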
# 4-MU autofl: 4-MU region autofluorescence | compound autofluorescence, 340/450 nm, 4-MU equivalents; active compounds read high | max dye-equivalent concentration, M | actives 11% (n = 59,000) | AID 589; in the data active = max dye-equivalent concentration above about 10 nM; inconclusive = mostly about 1.1 nM to 9.6 nM
#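 Compounds in 100 mM Tris, pH 8.0, sat 15 min at room temperature before fluorescence was read at 340 nm excitation/450 nm emission; a per-plate six-point 4-MU standard curve converted signals to dye-equivalent concentration at each compound concentration.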
# Caspase-1 inhib: blocks human caspase-1 allosterically or competitively; P29466; Caspase-1 enzyme, Ac-WEHD-AFC fluorogenic rate; Potency, µM (titrated, usually from 57.5 µM), inactives show at the top dose activity change, negative = inhibition, actives largely listed as inhibitors; actives 0.03% (n = 75,000); AID 900;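 also: potency is read from the fitted curve at half-maximal effect; plate controls were vehicle for no effect and no substrate for full effect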
# BRCT inh green: inhibitors of human BRCA1 BRCT-phosphoprotein interaction (green fluorophore); BRCA1 BRCT-phosphopeptide binding, green fluorescence polarization; Potency, µM (titrated, usually from 76.9 µM), for the others: at the highest dose activity change, negative = inhibition, usual class: inhibitors; actives 0.05% (n = 75,000);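 also: potency is read from the fitted curve at half-maximal effect; plate controls were peptide without protein for full effect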
#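 Fluorescence polarization: His-tagged BRCT (~35 kDa BRCA1 C-terminus, 250 nM) bound to 100 nM fluorescein-labeled phosphorylated 10-aa BACH1 peptide, pH 7.3 phosphate buffer with DTT and Tween 20. Compounds incubated 12 min at room temperature; inhibition read as lowered polarization.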
# GFP derepression: epigenetic GFP locus derepression in mouse cells; mouse C127i GFP locus derepression, cytometry, 30 h; Potency, µM (highest dose often 46.1 µM), for the others: at the highest dose GFP derepression (activation); actives 0.09% (n = 68,000); also: % of control where 0% means no effect
#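 Derepression screen: silenced CMV-GFP reporter in murine C127i cells, 30 h compound incubation at 37 C, washed cells imaged by laser-scanning cytometer to enumerate GFP-expressing objects of 20 to 120 um.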
# A350 autofl: A350 region autofluorescence | actives 11% (n = 59,000) | Compound autofluorescence, 340/450 nm, Alexa 350 dye-equivalents; active compounds read high | AID 590 | max dye-equivalent concentration, M; in the data active = max dye-equivalent concentration above about 10 nM; inconclusive = mostly about 1.1 nM to 9.6 nM
# Casp7 inh: caspase-7 (human) inhibition, allosteric or competitive; Potency, µM (titrated, usually from 57.5 µM), for the others: top-dose activity change, negative = inhibition, usual class: inhibitors; actives 0.02% (n = 75,000); recombinant caspase-7, Ac-DEVD-AFC fluorescence rate; active = well fitted inhibition curve with a large enough effect in the main read-out, with a control signal flat, not every such curve was filed as active; inconclusive = small, poorly fitted or top-dose-only effect, or a change in a side signal; also: potency is read from the fitted curve at half-maximal effect; % of control where 0% means no effect
# Fluorescein fluor: compound autofluorescence in fluorescein spectral region | Compound autofluorescence, 480/540 nm, fluorescein-equivalent; active compounds read high | max fluorescein-equivalent concentration, M | actives 0.91% (n = 59,000); in the data active = max fluorescein-equivalent concentration above about 10 nM; inconclusive = between about 1.1 nM and that limit
#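 Normalized response (dye-equivalent concentration) derives from comparing each well's 540 nm emission, under 480 nm excitation, with plate-resident fluorescein standards. Compounds were held in 100 mM Tris, pH 8.0, for 15 min at room temperature.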
# USP2a inhib: USP2a (human) protease inhibition; O75604; actives 0.1% (n = 60,000); USP2a enzymatic assay, qHTS inhibition; Potency, µM (series often up to 38.3 µM), without a hit: at the highest dose activity change, negative = inhibition, most hits filed as inhibitors;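 also: potency is read from the fitted curve at half-maximal effect; nearly all actives have a fitted effect of over 60% in size; plate controls were DMSO for no effect and NEM full inhibition control for full effect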
#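 20 nM USP2 core + cpd, 30 min RT; add 20 nM Ub-PLA2/20 uM NBD C6-HPC; read Ex460/Em535 at 0 h and 2.5 h. Normalized to NEM; qHTS curve fit/classification.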
# Starred values were filed as active, the others as inactive; i = inactive; ? = inconclusive; · = not tested or not shown; [ ] = remark or other dose. Unless noted, calls follow the shape of the dose curve; as a rule, active = well fitted curve in the direction sought with a large enough effect; inconclusive = small, poorly fitted or top-dose-only effect, or another doubt; inactive = no such curve, though single readings can be large; an effect the other way counts as inactive or inconclusive. Some of the compounds tested, so the mix of outcomes need not match the whole.
SMILES,BRCT PPI red,Ub-GFP proteasome,HEK293 cAMP ctrl,4-MU autofl,Caspase-1 inhib,BRCT inh green,GFP derepression,A350 autofl,Casp7 inh,Fluorescein fluor,USP2a inhib
COc1ccc2c(c1)CCc1c(C(=O)NCCN3CCOCC3)noc1-2,-0.9%,-2%,?,i,1%,1.0%,-1%,i,-1%,?,7%
Cc1n[nH]c(C)c1S(=O)(=O)N1CCCC(C(=O)N2CCc3ccccc32)C1 (stereo not drawn),-1.6%,6%,4%,i,0%,0.0%,2%,i,-3%,i,10%
O=S(=O)(Nn1cnnc1)c1ccccc1Cl,1.0%,2%,?,i,-5%,-2.2%,0%,i,-1%,?,-3%
Cn1c(=O)c2c(nc(CN3CCc4ccccc4C3)n2Cc2ccccc2F)n(C)c1=O,0.0%,2%,?,i,-15%,11%,2%,i,-10%,?,32%[activator]
COc1cc(NC(=O)CN2CCN(c3ccccc3F)CC2)cc(OC)c1,-3.1%,-9%,15%,i,-3%,-3.0%,-2%,i,0%,?,10%
CN1CCC(CNC(=O)c2ccc(-n3c(=O)c(=O)[nH]c4ccccc43)cc2)CC1,-2.7%,·,-1%,·,-4%,-0.1%,·,·,-1%,·,·
COCCOC(=O)C1=C(C)NC(=O)NC1c1ccc(Cl)cc1 (stereo not drawn),-0.2%,11%,1%,·,-2%,-0.8%,1%,·,-4%,·,5%
O=C1c2ccccc2-c2nccnc21,0.3%,13%,2%,i,2%,-2.7%,3%,i,-1%,i,-8%
CCCC(=O)N=C1SC2CS(=O)(=O)CC2N1c1ccc(C(C)=O)cc1 (stereo not drawn),-1.4%,5%,-2%,i,2%,-1.6%,5%,i,2%,?,8%
CC(=O)c1cc2c(cc1NC(=O)c1cnc(C)cn1)OCO2,0.7%,-1%,13%,?,0%,-1.6%,1%,?,2%,i,2%
CC(Oc1ccc(Cl)cc1Cl)C(=O)N(Cc1ccco1)C1CCS(=O)(=O)C1 (stereo not drawn),-2.3%,·,24%,i,0%,0.7%,2%,i,-2%,i,13%
Cc1c(C(=O)NCCN2CCOCC2)sc2nc(-c3ccc(F)cc3)cn12,-0.8%,-2%,?,i,-1%,0.4%,2%,i,0%,i,6%
O=C(Nc1ccc2oc(-c3ccccc3Cl)nc2c1)c1cncc(Br)c1,0.9%,2%,17%,?,0%,-0.2%,11%,?,-1%,i,-13%
Cc1nc(C)c2c(c1C(F)(F)F)-c1ccccc1C2(F)F,0.4%,11%,?,i,2%,-1.3%,0%,i,0%,i,-5%
COCCNC(=O)COc1ccc(OCCNC[C@@H](O)COc2ccccc2)cc1,0.7%,-9%,14%,·,1%,-1.2%,0%,·,1%,·,·
CCn1c(CNC(=O)c2cccs2)nnc1SCC(=O)NCCc1ccccc1,0.1%,8%,?,i,-1%,-3.7%,0%,i,0%,i,4%
Cn1c(=O)oc2cc(S(=O)(=O)NCCC(=O)NC3CCCC3)ccc21,-1.1%,18%,5%,i,0%,-2.9%,0%,i,2%,i,6%
CN1CCN(CC(=O)N2c3ccccc3C(=O)Nc3cccnc32)CC1,-0.8%,5%,3%,?,-2%,-2.4%[3.08 µM],-8%[20.6 µM],?,0%,?,-9%
Cc1csc(NC(=O)C2CCCN(S(=O)(=O)c3ccc(Br)s3)C2)n1 (stereo not drawn),-0.8%,0%,?,i,2%,0.3%,-2%,i,-2%,?,38%[activator]
OC(CN1CCNCC1)Cn1c2ccc(Br)cc2c2cc(Br)ccc21 (stereo not drawn),0.2%,·,-7%,·,-1%,-1.6%,·,·,-2%,·,·
CCCCCCCCN,-0.1%,·,-26%,·,-4%,-2.9%,·,·,-2%,·,·
COC(=O)N1CCC2(CCCN(c3ccncc3)C2)CC1,0.2%,-9%,10%,i,-4%,0.1%,7%[9.22 µM],i,1%,i,11%
Cc1ccc(/C=C/S(=O)(=O)N2CCC(C(=O)O)CC2)cc1,1.5%,-3%,12%,i,4%,1.5%,0%,i,-1%,?,4%
COc1ccc(-c2nnc(SCC(=O)N3CCc4ccccc4C3)o2)cc1,-1.6%,-5%,25µM*,i,-5%,0.7%,-2%,i,-2%,i,11%
CCCC1C(C#N)=C(N)Oc2n[nH]c(C(C)(C)C)c21 (stereo not drawn),1.6%,·,-8%,·,-1%,-2.7%,·,·,1%,·,·
CC(=O)N1CCN(c2ccccc2NC(=O)COc2cc(C)ccc2C(C)C)CC1,-3.6%,1%,?,i,-5%,3.9%,3%,i,-6%,?,33%[activator]
CC(=O)N1CCC2(CC1)CCN(c1ccccc1)CC2,0.6%,4%,-5%,i,-2%,-0.5%,0%[9.22 µM],i,-1%,?,?
COc1cccc(Nc2ncc3ncc(=O)n(C4CC4)c3n2)c1,2.9%,7%,?,i,?,1.4%,0%[9.22 µM],i,-18%,i,103%[activator]
O=C(NCc1ccccc1)C(c1cccnc1)N(Cc1ccco1)C(=O)c1ccccn1 (stereo not drawn),-0.6%,2%,10%,i,-1%,-1.7%,-4%,i,1%,i,7%
COc1ccc(CCNC2CC(=O)N(CCc3ccccc3)C2=O)cc1OC (stereo not drawn),0.9%,12%[9.17 µM],?,·,-1%,1.8%,0%,·,1%,·,10%[7.66 µM]
COc1ccc(CSc2nnc(C)n2N)cc1,-1.5%,1%,-8%,i,2%,-0.3%,0%,?,2%,2.3e-08M*,-1%
Cc1ccc2oc(=O)n(CCCOc3ccccc3)c2c1,-3.1%,-6%,?,i,-5%,-0.8%,0%,i,2%,i,-5%
CN1C(=O)SC(Nc2ccccc2C(=O)O)C1=O (stereo not drawn),-0.6%,5%,1%,i,1%,-0.7%,0%,i,1%,i,-1%
Cc1cc(C)n(C(=O)CCCCCC(=O)n2nc(C)cc2C)n1,0.0%,3%,22%,i,-1%,1.0%,-1%,i,0%[0.00368 µM],?,-3%
Cc1ccc(CN(C(=O)c2c(F)cccc2F)C2CC(C)(C)NC(C)(C)C2)o1,-0.9%,-6%,24%,i,-1%,-3.2%,4%,i,1%,i,4%
COCC(C)NC(=O)c1ccc(N(C)C)cc1 (stereo not drawn),0.0%,9%[9.17 µM],2%[11.4 µM],·,-2%,-3.2%,-2%,·,2%,·,5%[7.66 µM]
c1cncc(-c2cccnc2)c1,1.2%,-1%,3%,i,1%,-2.0%,-1%,i,2%,?,0%
c1csc(CNc2ncncc2-c2ccoc2)c1,0.4%,0%,-1%,i,-7%,-0.6%,-3%[9.22 µM],i,-12%,i,59%[activator]
CCCOc1ccc(C2c3c(oc4cc(C)c(C)cc4c3=O)C(=O)N2CCCN(C)C)cc1 (stereo not drawn),-1.1%,13%,10%,·,-6%,-2.7%,3%,·,-2%,·,·
Nc1ncnc2c1ncn2CCN1CCOCC1,-0.6%,-2%,13%,i,1%,-1.9%,0%,i,0%,?,-4%
CCCn1nnc(NC(=O)c2cc3ccccc3o2)n1,-0.6%,4%,4%,i,1%,-1.6%,0%,i,-1%,i,-5%
Cc1cc(O)c(C(C)C)cc1NS(=O)(=O)c1ccccc1,-2.4%,-6%,10%,i,-1%,0.9%,-2%,i,0%,i,-9%
CCn1ncc(Br)c1C(=O)N(C)C12CC3CC(CC(C3)C1)C2,-1.4%,-9%,?,i,0%,-1.3%,1%,i,-1%,i,2%
Cc1c(C2CCN(CCc3ccccc3)CC2)noc1-c1ccc(Cl)cc1,-0.6%,-4%,-30%[inhibitor],·,0%,0.1%,-2%,·,-2%,·,·
CSc1cccc(NC(=O)CN(C)S(=O)(=O)c2ccc(F)cc2)c1,-0.5%,-2%,-14%,i,0%,-1.1%,-3%,i,1%,i,-1%
COc1ccc(-c2cc(C(=O)NCCN3CCOCC3)c3ccccc3n2)cc1,-1.0%,0%,7%,3.6e-07M*,-2%,0.0%,2%,5.7e-07M*,-3%,i,10%
Cc1ccc(CN(C)CCc2ccccn2)cc1,-0.2%,-1%,5%,i,2%,0.1%,4%,i,1%,i,0%

# Four compounds from above, sorted by count of non-hydrogen atoms, highest first:
SMILES,BRCT PPI red,Ub-GFP proteasome,HEK293 cAMP ctrl,4-MU autofl,Caspase-1 inhib,BRCT inh green,GFP derepression,A350 autofl,Casp7 inh,Fluorescein fluor,USP2a inhib
CSc1cccc(NC(=O)CN(C)S(=O)(=O)c2ccc(F)cc2)c1,-0.5%,-2%,-14%,i,0%,-1.1%,-3%,i,1%,i,-1%
CCn1ncc(Br)c1C(=O)N(C)C12CC3CC(CC(C3)C1)C2,-1.4%,-9%,?,i,0%,-1.3%,1%,i,-1%,i,2%
Nc1ncnc2c1ncn2CCN1CCOCC1,-0.6%,-2%,13%,i,1%,-1.9%,0%,i,0%,?,-4%
c1cncc(-c2cccnc2)c1,1.2%,-1%,3%,i,1%,-2.0%,-1%,i,2%,?,0%

# Screens: PubChem, National Center for Advancing Translational Sciences (NCATS)
